BoNT F protease: BoNT F light chain protease inhibition; Multiplex microsphere protease cleavage assay, flow cytometry; inhibition, % at 10 µM; 360,000 tested, 0.22% active; AID 588497; in the data active = inhibition above about 35%, passing the limit was not always enough; inconclusive = no clear call, values can overlap the other calls; also: plate controls were buffer without enzyme for full effect and enzyme alone for no effect
Mtb BioA inh: BioA (M. tuberculosis) enzyme inhibition. purified M. tuberculosis BioA enzyme, plate reader. inhibition, % at 9.99 µM. 360,000 tested, 0.096% active. AID 602481; in the data active = inhibition above about 40%; inconclusive = no clear call, values can overlap the other calls
UGM FP inh: blocks M. tuberculosis UGM enzyme. 320,000 tested, 0.06% active. purified UGM, fluorescence polarization probe displacement. inhibition, % at 10 µM; in the data active = inhibition above about 10%, passing the limit was not always enough; inconclusive = no clear call, values can overlap the other calls
Target sequence (P9WIQ1 whole entry, looked up): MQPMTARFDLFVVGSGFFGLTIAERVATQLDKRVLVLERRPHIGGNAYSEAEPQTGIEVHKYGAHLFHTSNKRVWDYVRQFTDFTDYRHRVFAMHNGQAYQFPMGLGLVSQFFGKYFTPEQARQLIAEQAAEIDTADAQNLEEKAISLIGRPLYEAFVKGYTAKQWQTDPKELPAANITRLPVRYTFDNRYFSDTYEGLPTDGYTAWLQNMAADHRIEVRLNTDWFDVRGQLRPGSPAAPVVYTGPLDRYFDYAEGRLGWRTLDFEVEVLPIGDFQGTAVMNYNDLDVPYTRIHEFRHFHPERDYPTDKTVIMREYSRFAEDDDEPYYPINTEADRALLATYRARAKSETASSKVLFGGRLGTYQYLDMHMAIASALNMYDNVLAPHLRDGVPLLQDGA
CCHFV vOTU inh: CCHFV vOTU protease inhibition; inhibition, % at 11.5 µM; 370,000 tested, 0.55% active; Pep-AMC fluorescence; also: 0% = vehicle wells with enzyme and 100% = no enzyme wells
VHR inh abs: blocks human VHR1 dual specificity phosphatase | P51452 | recombinant VHR phosphatase, pNPP absorbance | inhibition, % at 13.3 µM | 290,000 tested, 0.52% active | AID 1654; in the data active = inhibition above about 50%; also: some compounds called inactive have numbers as strong as hits
GDH-TPI inh: counter-screen for M. tuberculosis FBA inhibitors: GDH-TPI coupled enzymes. GDH-TPI coupled enzyme counterscreen, NADH absorbance. inhibition, % at 4.8 µM. 360,000 tested, 1.2% active;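 also: 0% = DMSO wells and 100% = wells lacking the enzyme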
Rv3671c protease: inhibitors of M. tuberculosis serine protease Rv3671c | P9WHR9 | inhibition, % at 5.96 µM | 320,000 tested, 0.048% active | AID 2606; in the data active = inhibition above about 38%;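 also: extracellular domain of Rv3671c used as enzyme; 0% = enzyme with DMSO and 100% = no enzyme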
Target sequence (P9WHR9 whole entry, looked up, the tested form may be a part): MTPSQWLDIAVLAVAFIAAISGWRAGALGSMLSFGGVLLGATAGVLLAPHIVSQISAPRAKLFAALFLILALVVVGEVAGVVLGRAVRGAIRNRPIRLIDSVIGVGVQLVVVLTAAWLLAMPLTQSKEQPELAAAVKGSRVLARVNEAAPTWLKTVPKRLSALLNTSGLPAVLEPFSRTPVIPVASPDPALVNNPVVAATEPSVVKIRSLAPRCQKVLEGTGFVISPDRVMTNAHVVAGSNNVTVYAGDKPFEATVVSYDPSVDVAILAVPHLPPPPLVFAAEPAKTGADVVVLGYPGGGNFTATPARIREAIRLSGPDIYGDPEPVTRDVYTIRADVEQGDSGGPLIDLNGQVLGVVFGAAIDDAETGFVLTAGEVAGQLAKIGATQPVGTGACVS
FadD28 FP inh: M. tuberculosis FadD28 bisubstrate binding inhibition. FadD28 bisubstrate probe binding, fluorescence polarization. inhibition, % at 12.5 µM. 360,000 tested, 0.22% active; in the data active = inhibition above about 8.5%, passing the limit was not always enough; inconclusive = no clear call, values can overlap the other calls
MazEF act: activators of E. coli MazEF toxin-antitoxin RNase | activation, % at 20 µM | FAM/BHQ RNA-DNA oligo cleavage fluorescence, 5 h | 350,000 tested, 0.32% active | P0AE70 | AID 504720; in the data active = activation above about 50%
Target sequence (P0AE70 whole entry, looked up): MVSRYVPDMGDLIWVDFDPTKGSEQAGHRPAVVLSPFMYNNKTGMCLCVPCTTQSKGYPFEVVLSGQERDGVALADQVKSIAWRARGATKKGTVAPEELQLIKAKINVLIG
Mtb FBA inh: inhibits M. tuberculosis FBA enzyme; 360,000 tested, 2.3% active; inhibition, % at 1 µM; P9WQA3; AID 588726; purified M. tuberculosis FBA, fluorescence read-out; in the data active = inhibition above about 27%;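 also: 0% = vehicle and 100% = reference inhibitor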
The depositor's hits bear a star; ? = inconclusive; · = not tested or not shown; & = joins results of further samples. Rule as the data show it, unless noted: active = inhibition above about 30%; inactive = the rest.

SMILES	BoNT F protease	Mtb BioA inh	UGM FP inh	CCHFV vOTU inh	VHR inh abs	GDH-TPI inh	Rv3671c protease	FadD28 FP inh	MazEF act	Mtb FBA inh
O=[N+]([O-])c1ccc(C=NNc2ccccc2)cc1	-3	-0.2	·	1	·	12	·	-0.6	28	-5
N#C/C(=C\c1cccnc1)C(=O)Nc1cccc(Cl)c1	-4	·	1.0	9	6	0	-1	2.1	-32	-2
COc1ccc(S(=O)(=O)N2CCOCC2)cc1NC(=O)c1ccc(S(=O)(=O)N(C)c2ccccc2OC)cc1	4	-3.5	·	10	·	-5	·	-3.8	-6	-4
COc1cccc2cc(C(=O)N3CCC(C)CC3)c(=O)oc12	6	0.5	0.6	2	5	8	-7	-3.0	8	0
COC(=O)c1ccccc1N(C)C(=O)C12CCC(C)(C(=O)O1)C2(C)C (stereo not drawn)	4	-0.1	0.1	11	0	7	2	-2.2	7	1
O=c1[nH]c2cc(Cl)cc([N+](=O)[O-])c2c2ccc(Cl)cc12	-1	-3.4	·	9	·	1	·	-3.9	-10	-1
CCN1CCN(CC(=O)c2ccc(C)cc2)CC1	-12	0.2	-0.9	3	18	-1	-1	·	9	2
COc1ccc(Br)cc1C(=O)N/N=C/c1cccnc1	9	24	-0.6	9	·	2	8	·	10	-3
CCCc1cc(=O)oc2cc(OCC(=O)NCc3cccs3)ccc12	-3	-2.0	-0.6	-1	4	14	-4	-1.5	-12	10
CC1(c2ccc(Cl)cc2)NC(=O)N(CC(=O)Nc2ccc(F)cc2)C1=O (stereo not drawn)	-9	2.4	-1.8	12	-3	-3	-1	-4.0	19	-3
O=C(Nc1c(C(=O)N2CCOCC2)cnn1-c1ccccc1Cl)c1ccco1	-4	·	-3.4	-4	3	3	2	0.6	3	1
COC(=O)c1ccsc1NC(=O)CN1CCN(c2ccc(F)cc2)CC1	?	3.3	-0.5	4	11	0	-9	-0.5	-1	3

Quoted from the listing:
`CCN1CCN(CC(=O)c2ccc(C)cc2)CC1` @ VHR inh abs: 18
`COc1ccc(S(=O)(=O)N2CCOCC2)cc1NC(=O)c1ccc(S(=O)(=O)N(C)c2ccccc2OC)cc1` @ GDH-TPI inh: -5

(more compounds)
SMILES	BoNT F protease	Mtb BioA inh	UGM FP inh	CCHFV vOTU inh	VHR inh abs	GDH-TPI inh	Rv3671c protease	FadD28 FP inh	MazEF act	Mtb FBA inh
COc1ccc(CC(=O)OCC(=O)NCc2ccc(C)cc2)cc1OC	1	·	0.7	-18	·	-3	-2	-4.4	6	0
CCCOc1ccc(CSc2nnc(CCC)n2N)cc1	12	-0.5	-1.0	14	32	10	-4	-0.3	-1	1
CC(C)COC(=O)N(C)C[C@@H]1OCc2cnnn2CCCC(=O)N([C@H](C)CO)C[C@@H]1C	-6	-0.6&-2.0&-2.3	·	2	·	10	·	-0.3	5	3
C=C1CCN([C@@H](CC(C)C)C(=O)NCCC(C)C)S(=O)(=O)c2ccccc21	-4	-0.6	1.8	27	·	1	-6	-1.1	-1	-1
COC(=O)c1ccc(-c2noc(CN(Cc3nccn3C)C(C)C)n2)cc1	2	2.2	-0.1	4	19	-1	-3	-0.4	15	-2
Fc1cccc(CCNCc2ccccn2)c1	-14	0.7	-0.3	6	13	-8	-7	0.5	5	30*
Cc1ccc(Nc2nc(Oc3ccc(OCc4ccccc4)nn3)nc(N3CCOCC3)n2)cc1	-3	-0.7	-3.4	12	4	2	-12	0.0	-1	-2
CC1=[N+](C)c2c(ccc3cccnc23)C1(C)C	·	·	·	31*	4	0	·	-3.3	-172	1
CCOC(=O)C(=N/O)/C(C)=N/NC(=O)C(=O)Nc1cc(Cl)ccc1Cl	-15	·	-2.2	-4	37	3	4	-3.3	1	-3
Cc1ccc(CC(=O)Nc2ccc(F)c([N+](=O)[O-])c2)cc1	-7	·	-1.3	7	-7	-5	-2	-1.0	-6	-2
COc1ccc(/C=C(/NC(=O)c2ccc(Br)cc2)C(=O)N2CCOCC2)cc1	1	0.9	0.9	-2	14	3	-2	-3.3	1	2
CCC(C)(C)n1nnnc1C(c1ccccc1)N1CCc2ccccc2C1 (stereo not drawn)	-6	1.3	0.3	-12	44	-3	3	-3.8	1	3

Reprinted from the part before: 7 compounds, then new ones.
SMILES	BoNT F protease	Mtb BioA inh	UGM FP inh	CCHFV vOTU inh	VHR inh abs	GDH-TPI inh	Rv3671c protease	FadD28 FP inh	MazEF act	Mtb FBA inh
Fc1cccc(CCNCc2ccccn2)c1	-14	0.7	-0.3	6	13	-8	-7	0.5	5	30*
Cc1ccc(Nc2nc(Oc3ccc(OCc4ccccc4)nn3)nc(N3CCOCC3)n2)cc1	-3	-0.7	-3.4	12	4	2	-12	0.0	-1	-2
CC1=[N+](C)c2c(ccc3cccnc23)C1(C)C	·	·	·	31*	4	0	·	-3.3	-172	1
CCOC(=O)C(=N/O)/C(C)=N/NC(=O)C(=O)Nc1cc(Cl)ccc1Cl	-15	·	-2.2	-4	37	3	4	-3.3	1	-3
Cc1ccc(CC(=O)Nc2ccc(F)c([N+](=O)[O-])c2)cc1	-7	·	-1.3	7	-7	-5	-2	-1.0	-6	-2
COc1ccc(/C=C(/NC(=O)c2ccc(Br)cc2)C(=O)N2CCOCC2)cc1	1	0.9	0.9	-2	14	3	-2	-3.3	1	2
CCC(C)(C)n1nnnc1C(c1ccccc1)N1CCc2ccccc2C1 (stereo not drawn)	-6	1.3	0.3	-12	44	-3	3	-3.8	1	3
Cc1cc(C)n2nc(CC(=O)NNC(=O)c3ccccc3Cl)nc2n1	-1	-1.5	0.7	27	-8	7	-2	0.4	-19	3
COc1ccc(/C(C)=N/NC(=O)Cc2ccc(Cl)cc2)cc1	·	-0.5	-1.9	-6	-2	5	3	-1.1	5	-1
CCCn1nc(C(=O)NCC2COc3ccccc3O2)c2ccccc2c1=O (stereo not drawn)	4	4.4	3.4	9	·	-16	-3	-3.7	-2	-1
O=C(O)CC1CCC1CC(=O)O (stereo not drawn)	6	·	·	-16	·	14	·	-1.4	4	4
Cc1ccc(S(=O)(=O)CC(=O)Nc2nc3ccccc3s2)cc1	-3	·	-1.0	10	5	5	-16	-2.2	-6	0
Cc1ccc(Nc2nc(N)c([N+](=O)[O-])c(NCCO)n2)cc1	-2	-3.4	0.5	-12	8	5	1	-1.3	4	1
COC(=O)C=C1CCC2C3CCC4=CC(=O)C(Br)CC4(C)C3C(=O)CC12C (stereo not drawn)	-6	0.5	·	-18	·	10	·	·	3	2
NNC(=O)c1cc2cc(OC(F)(F)F)ccc2[nH]1	?	·	2.8	-6	22	3	-7	-3.4	-6	5
CSc1cccc(CN(C)C(=O)C2CCC(=O)N(CCCN3CCCC3=O)C2)c1 (stereo not drawn)	-2	1.4	1.7	2	2	-6	3	-2.9	-2	-2
C=CCn1c(CSc2nc3ccccc3s2)nnc1SCC(=O)OCC	14	·	-1.0	14	6	6	3	-3.8	-4	1
CCOC(=O)CNC(=O)CSc1nnc(C)c(=O)[nH]1	-8	·	-3.3	-14	-4	5	-2	0.0	-3	1
O=C(COc1ccc(Br)cc1)Nc1nnc(-c2cccnc2)s1	·	·	-0.9	-10	-11	·	-9	·	-2	·
Cc1cc(C)nc(NS(=O)(=O)c2ccc(NC(=S)NC(=O)C3CCCC3)cc2)n1	0	1.8	-1.9	11	4	6	5	-1.2	4	0
Cc1c(Cl)cccc1Nc1ncccc1C(=O)O	-5&3	-0.4&0.8	4.4	4&7	21	21&12	1	-1.4&0.7	-1&-3	7&0
Cc1ccccc1NC(=O)NC1CCCCC1C (stereo not drawn)	-4	·	-0.7	-11	3	4	-17	-0.5	-2	-1
CC(Oc1ccc(-c2ccccc2)cc1)C(=O)O (stereo not drawn)	-6	-1.0	0.3	8	16	6	-4	-2.9	-3	0
Cc1ccc(-n2nc3c(=O)n(CCCC(=O)NCCN4CCN(C)CC4)nc(C)c3c2C)cc1	2	11	0.8	-4	4	3	-8	-0.2	6	2
Cc1ccc(C)c(OCC(=O)NNC(=O)c2ccc(=O)[nH]c2)c1	-6	0.5	-0.4	9	·	4	-2	-1.3	3	1
O=C(CN1CCCCCC1=O)OCc1ncc(-c2ccccc2)o1	18	2.2	-0.6	-2	8	8	-3	-1.1	2	7
CC(C)(C)c1ccc(C(=O)N2CCC(C(=O)NCc3ccco3)CC2)cc1	-4	0.4	0.8	12	18	-9	-10	-2.6	0	2
N#C/C(=C(/O)COC(=O)c1ccc(O)cc1)c1nc2ccccc2[nH]1	1	-1.7	-0.8	2	13	12	-16	-3.4	2	1
CN(CC1CCCO1)S(=O)(=O)c1ccc(C(=O)Nc2nnc(-c3ccccc3)o2)cc1 (stereo not drawn)	-16	1.2	3.7	22	0	16	-28	0.7	-3	2
CCc1nc2ccc(C(=O)Nc3ccc(OC)c(OC)c3)cn2c1N(C)Cc1nccs1	0	2.8	·	-3	·	4	·	-0.6	·	-4
CN(C)S(=O)(=O)c1ccc(C(=O)Nc2ccn(C)n2)cc1	-19	0.0	-3.0	6	-2	-4	0	-2.2	12	0
O=C1N=C(N2CCOCC2)S/C1=C\c1ccc(OS(=O)(=O)c2ccccc2)cc1	-2	·	-1.0	12	12	18	-1	-3.2	-3	0
O=S(=O)(c1ccccc1)c1nc(-c2ccc(Cl)cc2)oc1NCCCN1CCOCC1	3	0.8	·	6	·	-3	·	-0.5	1	-3
COc1cccc(CNS(=O)(=O)c2cc3c4c(c2)CCC(=O)N4CCC3)c1	0	·	-1.0	-8	·	6	-11	-4.1	-4	7
COC(=O)/C(=N/Nc1ccc(C)cc1)N1CCCc2ccccc21	-2	·	1.0	-2	16	23	-2	0.4	3	-1
CCn1nc(-c2ccccc2)nc2c(=O)n(C)c(=O)nc1-2	6	·	7.0	·	31	4	-177	·	-82	-14
CSc1ccc(C(=O)C2CCCN(Cc3cnc(SC)nc3)C2)cc1 (stereo not drawn)	3	2.0	1.6	7	16	9	-8	-1.6	-6	3
O=C(COC(=O)C1CC2C=CC1C2)Nc1ccc([N+](=O)[O-])cc1 (stereo not drawn)	3	-0.3	-1.0	-12	·	25	-2	-0.1	-4	5
O=C(O)c1ccc(CN2C(=O)c3cccc4c([N+](=O)[O-])ccc(c34)C2=O)cc1	6	-2.0	·	·	-16	-8	·	-6.0	-94	-1
C[C@@H]1CN([C@@H](C)CO)S(=O)(=O)c2ccc(Br)cc2O[C@H]1CN(C)C(=O)C1CCC1	3	-0.1&-0.7	·	9	·	-5	·	-3.7	1	-4

Rows were taken by chance. Share with any hit: about 4.9%.
